V-ATPase pHluor = regulators of yeast V-ATPase proton pumping, primary screen, pHLuorin cytosolic pH fluorescence. S. cerevisiae. response, % at 10 µM. actives 0.37% (n = 350,000). AID 504577, 2011; in the data active = response mostly above about 7.3%, no sharp cut-off; inactive = mostly below about 5.4%; note: actives read high; inactives centre near 0; some compounds called inactive have numbers as strong as hits; reference of the scale not given here
Keap1-Nrf2 PPI = Keap1-Nrf2 protein-protein interaction inhibitors, primary screen, biochemical, fluorescence polarization, single point; Keap1 Kelch-Nrf2 peptide fluorescence polarization, 1536-well; inhibition, % at 9.4 µM; Kelch-like ECH-associated protein 1 (Homo sapiens), Q14145; AID 504523, 2011; actives 0.15% (n = 340,000); in the data active = inhibition above about 12%;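 note: human Keap1 Kelch domain with fluorescein labeled Nrf2 9mer peptide probe; 0% = neutral control wells and 100% = peptide positive control; higher means more block of Keap1 binding to Nrf2 peptide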
Target sequence (Q14145 whole entry, looked up, the tested form may be a part): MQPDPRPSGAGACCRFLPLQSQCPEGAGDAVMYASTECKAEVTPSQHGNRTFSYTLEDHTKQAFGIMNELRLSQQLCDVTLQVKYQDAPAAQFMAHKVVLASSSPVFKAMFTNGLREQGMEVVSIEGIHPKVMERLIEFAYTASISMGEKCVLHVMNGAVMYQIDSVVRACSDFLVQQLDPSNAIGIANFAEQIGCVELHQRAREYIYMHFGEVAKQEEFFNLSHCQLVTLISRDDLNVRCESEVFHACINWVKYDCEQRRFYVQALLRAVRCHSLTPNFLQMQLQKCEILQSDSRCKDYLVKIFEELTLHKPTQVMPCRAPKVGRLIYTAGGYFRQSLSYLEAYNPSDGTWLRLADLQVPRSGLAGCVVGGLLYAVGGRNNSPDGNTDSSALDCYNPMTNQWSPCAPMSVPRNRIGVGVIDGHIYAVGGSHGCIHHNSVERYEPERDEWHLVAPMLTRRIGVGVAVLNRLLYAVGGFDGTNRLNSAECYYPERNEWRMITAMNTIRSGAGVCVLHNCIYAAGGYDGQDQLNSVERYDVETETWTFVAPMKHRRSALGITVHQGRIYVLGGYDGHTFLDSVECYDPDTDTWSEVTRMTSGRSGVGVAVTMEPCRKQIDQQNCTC
CAL PDZ FP = untagged CAL PDZ binding inhibitors, primary screen, biochemical, fluorescence polarization, HTS. Golgi-associated PDZ and coiled-coil motif-containing protein (Homo sapiens), Q9HD26. purified CAL PDZ, TMR-peptide fluorescence polarization, 1 h. inhibition, % at 24.9 µM. actives 0.92% (n = 300,000). AID 602252, 2012;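 active = mean inhibition of at least 30% with at least half of replicates also reaching 30%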;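 note: 0% = DMSO neutral control and 100% = excess unlabeled competitor peptide PRC23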
Cardiac RTF inh = cardiac RTF calcium sensitivity inhibitors, primary screen, biochemical, IANBD-TnC fluorescence, EC70 calcium | IANBD-labeled cardiac RTF, Ca2+ fluorescence | AID 493244, 2011 | inhibition, % at 7.15 µM | actives 0.12% (n = 340,000);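 active = inhibition above the mean inhibition of all tested compounds plus 3 SD, cut at about 17% in these data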;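 note: assay run at fixed EC70 calcium of 1.6 mM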
C-LANA FP = inhibitors of KSHV C-LANA binding to DNA, primary screen, biochemical, fluorescence polarization, FAM-LBS DNA, MBP-C-LANA, single point | Kaposi's sarcoma herpesvirus LANA C-terminal domain (residues 932-1162) DNA binding | inhibition, % at 9 µM | actives 0.078% (n = 340,000) | AID 504423, 2011;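 active = highest replicate inhibition at or above 60% at 9 µM, even if other replicates fall short; inactive = all replicates below 60% inhibition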;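 note: 0% = neutral control wells and 100% = 4 µM acridine orange control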
MOR-DOR ag = agonists of OPRM1-OPRD1 heterodimerization, primary screen, cell-based, luminescence; Mu-type opioid receptor (Homo sapiens) + Delta-type opioid receptor (Homo sapiens), …; cells; activation, % at 9.3 µM; actives 0.3% (n = 340,000); in the data active = activation above about 18%;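 note: 0% = vehicle-treated cells and 100% = reference agonist; values of inactives mirror those of a sister screen read the other way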
MOR-DOR inv ag = inverse agonists of MOR-DOR heterodimerization, primary screen, cell-based, luminescence; Mu-type opioid receptor (Homo sapiens) + Delta-type opioid receptor (Homo sapiens), …; cell-based MOR-DOR heterodimer luminescence, inverse agonism; inhibition, % at 9.3 µM; actives 0.21% (n = 340,000); AID 504357, 2011; in the data active = inhibition above about 22%, passing the limit was not always enough;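 note: 0% = cells with DMSO and 100% = wells without cells with DMSO; values of inactives mirror those of a sister screen read the other way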
HTR5A inv ag = HTR5A inverse agonists in luminescence cell assay, primary screen, counter-screen for OPRM1-OPRD1 heterodimer inverse agonist project, full-deck HTS; 5-hydroxytryptamine receptor 5A (Homo sapiens), P47898; HTR5A cell line, inverse agonism; inhibition, % at 9.3 µM; actives 0.083% (n = 340,000); in the data active = inhibition mostly above about 23%, no sharp cut-off; inactive = mostly below about 18%;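 note: 0% = cells with DMSO and 100% = no-cell wells with DMSO; some compounds called inactive have numbers as strong as hits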
Target sequence (P47898 whole entry, looked up): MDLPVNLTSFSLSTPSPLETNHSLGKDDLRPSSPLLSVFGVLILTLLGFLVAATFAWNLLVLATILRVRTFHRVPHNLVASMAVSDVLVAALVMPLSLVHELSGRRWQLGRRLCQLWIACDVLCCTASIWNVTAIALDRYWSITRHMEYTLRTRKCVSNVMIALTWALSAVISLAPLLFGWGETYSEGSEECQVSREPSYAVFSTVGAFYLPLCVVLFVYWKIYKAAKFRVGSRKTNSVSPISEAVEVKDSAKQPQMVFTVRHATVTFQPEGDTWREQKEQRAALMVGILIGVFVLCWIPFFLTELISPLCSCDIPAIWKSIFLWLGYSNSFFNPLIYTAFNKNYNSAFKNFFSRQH
RTF Ca sens act = cardiac RTF calcium sensitivity activators, primary screen, biochemical, IANBD-TnC fluorescence, EC20 calcium; actives 0.24% (n = 340,000); AID 493008, 2010; IANBD-labeled TnC RTF fluorescence at EC20 calcium; 0% EC20 calcium, 100% full calcium; activation, % at 7.2 µM; Troponin I, cardiac muscle (Homo sapiens) + Troponin T, cardiac muscle (Homo sapiens) + …;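 active = activation above the mean over all tested compounds plus 3 SD, cut at about 30% in these data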;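 note: rise in fluorescence read as greater calcium sensitivity of cardiac thin filaments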
HTR5A ag ctr = HTR5A agonists in luminescence cell assay, primary screen, counter-screen for OPRM1-OPRD1 heterodimer agonist project, full-deck HTS | 5-hydroxytryptamine receptor 5A (Homo sapiens), P47898 | cell-based | activation, % at 9.3 µM | actives 0.61% (n = 340,000); in the data active = activation mostly above about 9.5%, no sharp cut-off; inactive = mostly below about 7.6%;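 note: 0% = cells with vehicle only and 100% = reference agonist; strong numbers were not always called active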
The depositor's hits bear a star; nt = not tested or not shown.

SMILES | V-ATPase pHluor | Keap1-Nrf2 PPI | CAL PDZ FP | Cardiac RTF inh | C-LANA FP | MOR-DOR ag | MOR-DOR inv ag | HTR5A inv ag | RTF Ca sens act | HTR5A ag ctr
Cc1cccc(OCC(=O)Nc2ccc(N3CCN(S(C)(=O)=O)CC3)cc2)c1C | 1 | 0 | -2 | 4 | -0.9 | -0.8 | 5 | 2 | 13 | 3
COc1ccc(-c2noc(N3CCC(C(=O)NCc4ccccc4Cl)CC3)n2)cc1 | -4 | -3 | nt | 1 | 1.1 | -0.3 | 2 | -21 | -5 | 0
CCc1ccc(C(C(=O)NCCOC)N(C(=O)Cn2nnc3ccccc32)c2cccnc2)cc1 (configuration not stated) | 4 | -4 | -4 | -11 | -0.6 | 0.6 | -4 | -15 | 1 | -3
COc1cccc(CN(C)C(=O)C2CCN(S(=O)(=O)c3ccc(C)cc3)CC2)c1OC | -1 | -5 | -3 | -5 | -0.2 | -1.4 | 6 | -18 | -7 | 7
COC(=O)c1ccc(OCC(=O)NC2CCCCCCC2)cc1 | 8 | -2 | -3 | 0 | -0.8 | 1.2 | -6 | 12 | 1 | -3
O=C(CCS(=O)(=O)c1ccccc1)Nc1ccc(S(=O)(=O)Nc2nccs2)cc1 | -10 | -2 | 1 | -10 | 0.8 | -0.9 | 5 | -11 | -3 | 3
NS(=O)(=O)c1ccc(NC(=O)COC(=O)COc2ccc(Cl)cc2)cc1 | 7 | -4 | 7 | -27 | 0.7 | 1.9 | -13 | 11 | 0 | -4
O=C1OC(NCc2cccnc2)(c2ccc(Cl)cc2)c2ccccc21 (configuration not stated) | -4 | 1 | -2 | -7 | 0.1 | -0.1 | 1 | 22 | 6 | 8
O=C(COC(=O)c1ccccn1)Nc1ncc(C(F)(F)F)cc1Cl | -1 | 4 | -3 | -1 | 2.5 | -2.0 | 11 | -16 | -8 | 4
C=CCc1cc(Cl)ccc1OCCN1CC(C)OC(C)C1 (configuration not stated) | 1 | -5 | 2 | 0 | 0.6 | 4.2 | -20 | -12 | -2 | -1
CCN(CC)CC(C)OC(=O)c1cc(OC)c(OC)c(OC)c1 (configuration not stated) | 5 | -3 | nt | -8 | -0.9 | -0.5 | 2 | 0 | 1 | 0
CCOc1cc(C(=O)Nc2ccccc2N2CCN(S(C)(=O)=O)CC2)cc(OCC)c1OCC | 0 | 0 | -2 | -5 | 1.8 | -1.7 | 9 | -3 | -1 | 1
Cc1ccc(S(=O)(=O)NCC(=O)OCc2ccccc2Br)cc1 | 9 | -1 | -1 | 1 | -2.5 | 3.6 | -21 | -4 | 6 | 2
Cc1ccc(-c2csnn2)cc1 | 5 | -6 | 0 | -4 | -0.3 | -0.2 | 1 | -14 | 9 | -3
O=C(O)CCC(=O)Nc1ccc(S(=O)(=O)Nc2nccs2)cc1 | 0 | 2 | -1 | -5 | 2.3 | 0.5 | -3 | -29 | -3 | 8
Cn1c2ccccc2c2n[nH]c(=S)nc21 | 2 | 2 | nt | 0 | 0.5 | -4.2 | 21 | 2 | -1 | 0
Cc1ccc(-c2nnn(CC(=O)N(CC(=O)NC3CCCC3)c3ccccc3F)n2)o1 | 1 | -1 | -5 | 5 | -0.1 | 0.4 | -3 | -16 | -6 | 6
Cc1cccc(C2(c3cccc(C)c3)CC2C(=O)NCC2CCCO2)c1 (configuration not stated) | 3 | 1 | -1 | -3 | -2.4 | 0.1 | -1 | -14 | -4 | 6
CCOc1ccc(NC(=O)CSc2nnc(Cn3cnc([N+](=O)[O-])n3)n2C)cc1 | 5 | -3 | -3 | -10 | 1.8 | -0.3 | 2 | 4 | -6 | -2
Cc1ccc(S(=O)(=O)N2C[C@@H]3CCCC[C@@H]3[C@@H](C)[C@H]2c2cn(Cc3ccccc3)c3ccccc23)cc1 | -3 | -1 | -10 | -2 | 0.3 | -1.6 | 8 | -5 | -3 | 2
Cc1cc(C)n(-c2ccc3cccc(NS(C)(=O)=O)c3n2)n1 | -3 | -1 | 3 | 0 | 2.2 | -3.5 | 18 | 1 | 3 | -3
COc1ccc(C)cc1S(=O)(=O)n1cnc2ccccc21 | -2 | -8 | -2 | -5 | 2.7 | 0.7 | -3 | 3 | -2 | -1
CCOC(=O)c1c(C)[nH]c(C)c1C(=O)COC(=O)CNC(=O)C1CCCCC1 | -1 | 2 | -4 | -6 | 1.4 | -4.3 | 20 | 6 | -4 | -2
COc1ccc(S(N)(=O)=O)cc1C(=O)OCC(=O)Nc1sccc1C#N | 0 | -6 | 0 | -1 | 1.0 | -2.8 | 14 | 12 | 4 | -3
CN(Cc1cccc([N+](=O)[O-])c1)Cc1cccc2ccccc12 | -5 | 0 | 7 | 1 | -0.1 | -1.2 | 7 | -4 | -6 | 4
CC1(C)CC(=O)C(C2C3=C(CC(C)(C)CC3=O)OC3=C2C(=O)CC(C)(C)C3)=C(O)C1 | -1 | -3 | 0 | -5 | 1.5 | -1.3 | 6 | -7 | -3 | -1
O=C(OCc1ccc(Br)cc1)c1cnc(Cl)c(Cl)c1 | -4 | -2 | nt | -14 | -1.6 | 3.5 | -29 | 0 | 1 | 9
O=C(CN1C(=O)c2ccccc2C1=O)NC1CCCCC1 | 3 | -5 | 4 | -7 | 0.4 | -1.4 | 7 | 17 | 0 | 0
Cn1c(=O)c2c(nc(NCc3ccco3)n2CCc2ccccc2)n(C)c1=O | -3 | 1 | -3 | -7 | 0.5 | -0.3 | 1 | 8 | 1 | -3
CCN1C(=O)N[C@@H](c2ccco2)C(C(C)=O)=C1C | 2 | -9 | -5 | 0 | -0.5 | -0.8 | 4 | -12 | 15 | -2
CCN(CC(=O)NC1CCS(=O)(=O)C1)c1ccc([N+](=O)[O-])cc1C#N (configuration not stated) | -1 | -5 | -3 | -7 | 0.1 | -2.3 | 9 | -6 | -2 | -7
Cc1ccccc1-c1nc(CS(=O)CC(=O)NC2CCCC2)c(C)o1 (configuration not stated) | 5 | -3 | -5 | -3 | 0.3 | -3.0 | 15 | -9 | -4 | 2
CCN(CC)CCN(Cc1cc2cc3c(cc2[nH]c1=O)OCCO3)C(=S)NCCCOC | -2 | 2 | -4 | -11 | 1.3 | -2.2 | 11 | -13 | 2 | 5
Cc1cc(C)n2nc(SCC(=O)Nc3ccc(O)cc3)nc2n1 | 0 | 0 | -6 | -8 | -2.4 | -0.3 | 2 | -8 | -2 | 3
O=c1[nH]c(-c2ccccc2)c(-c2ccccc2)[nH]1 | -1 | -1 | -2 | 11 | 0.4 | -2.0 | 11 | -19 | 1 | -4
CCC[N+]1(CC#CC2(O)CCCCC2)CCOCC1 | -2 | -1 | -2 | 3 | 0.6 | -0.6 | 3 | 3 | 2 | 2
COC(=O)c1c(NC(=O)COC(=O)CCc2ccc(S(=O)(=O)N3CCOCC3)cc2)sc2c1CCC2 | -9 | -1 | -7 | 3 | -0.7 | 3.7 | -25 | 8 | -7 | 2
O=C(Cn1cnc2ccccc21)N/N=C/c1ccccn1 | 2 | -1 | -1 | 0 | -1.4 | nt | nt | nt | -1 | nt
CC1CCCCC1NC(=O)Cn1[nH]c(=O)c2ccccc2c1=O (configuration not stated) | 2 | 10 | 1 | -6 | 0.3 | -0.7 | 4 | 29 | -1 | 0
C/C(=N\NC1=NCCN1)c1ccc(Cl)cc1 | -3 | -2 | -5 | -3 | 0.3 | -1.2 | 6 | -8 | 5 | -1
O=C(NCCCN1CCOCC1)c1ccc(N2CCCC2)c([N+](=O)[O-])c1 | -2 | 3 | -4 | -9 | -0.3 | -1.7 | 9 | 5 | 1 | -2
Cc1cc(C)n2nc(C(=O)OC(C)C(=O)c3ccccc3)nc2n1 (configuration not stated) | 10 | 3 | 3 | -18 | 0.6 | -3.6 | 19 | 7 | -2 | -3
Cn1cc(CN2CCCC(C(=O)c3cccs3)C2)c(-c2cccc(Cl)c2)n1 (configuration not stated) | 8 | -4 | -4 | 2 | -0.6 | 0.4 | -2 | -21 | 8 | 1
CCOC(=O)c1ccc(CNCc2ccc(C)cc2)cc1 | 7 | 0 | -4 | -11 | -2.5 | 1.6 | -10 | -8 | -5 | -1
CC(C)(C)NC(=O)[C@]1(C)CCC[C@@]2(C)C3CC[C@@]4(C)C[C@]3(CCC21)CC4=O (some centres not stated) | -3 | 1 | -2 | -5 | 1.7 | 2.6 | -14 | 1 | 3 | 8
Cc1cc(C)c(NC(=O)CN2C(=O)NC3(CCc4ccccc43)C2=O)c(Cl)c1 (configuration not stated) | 3 | 3 | -4 | -6 | 0.1 | -2.5 | 10 | -24 | 4 | 10
Cn1cccc1/C=C(/C#N)c1ccc(F)cc1 | 1 | -4 | -3 | -3 | 1.0 | 2.0 | -10 | 13 | 6 | -4
COc1ccc(C(=O)NCC(=O)N/N=C(C)\C=C\c2ccccc2)cc1OC | 0 | 3 | 5 | -7 | -1.0 | -1.7 | 9 | -7 | 5 | 3
COc1ccc(-c2cc(C(F)(F)F)nc(S(=O)(=O)CCCC(=O)Nc3cc(C)on3)n2)cc1OC | 1 | -12 | 2 | -12 | -0.5 | 2.7 | -13 | 22 | 18 | -9
Cc1ccc(C2CC(=O)C=C(Nc3ccc(Cl)cc3)C2)cc1 (configuration not stated) | -3 | -2 | -2 | 9 | -0.7 | -1.6 | 10 | 10 | -8 | -4
O=C(CCNS(=O)(=O)c1ccc2[nH]c(=O)oc2c1)NCc1ccc(F)cc1 | -1 | 2 | -6 | -16 | -2.7 | -1.3 | 7 | -4 | 2 | 5
Cc1c(NC(=O)Nc2cccc(F)c2)c(=O)n(-c2ccccc2)n1C | 0 | -3 | 6 | 2 | -1.0 | 0.6 | -2 | -6 | -3 | 2
NS(=O)(=O)OCCCCCc1ccccc1 | -8 | -3 | -3 | 3 | 0.0 | -1.3 | 7 | 1 | 2 | 0
CCOC(=O)c1nn(-c2ccc(C)c(Cl)c2)c(=O)c(C#N)c1C | 0 | 1 | -3 | -4 | -0.7 | 8.2 | -39 | 2 | 1 | -1
COc1ccc(NC(=O)COc2nsnc2N2CCOCC2)c(OC)c1 | -3 | -4 | -1 | 0 | -2.5 | -2.7 | 14 | -12 | -4 | 7

High-throughput results as filed in PubChem.
